IMPase inh: cell-permeable inhibitors of inositol monophosphatase (IMPase); P97697; 120,000 tested, under 10 active; inhibition (IP1 accumulation), % at 46.1 µM; CHO-M1 cells, IP1 accumulation, HTRF TR-FRET ratio; active = well fitted curve in the direction sought with a large enough effect in the signal ratio, not every such curve was filed as active; inconclusive = small, poorly fitted or top-dose-only effect, or a change in a side signal; inactive = no such curve, though single readings can be large or run the other way; the % refers to the signal ratio;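 note: cells stimulated with carbachol in lithium chloride buffer; plate controls were DMSO basal wells for no effect and reference inhibitor wells for full effect; higher means more IMPase inhibition seen as more IP1 and lower FRET ratio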
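CHO-M1, 2000 cells/well, cultured 16–30 h; cpd up to 46 uM; carbachol (50 uM solution, stimulation buffer w/ 50 mM LiCl, pH 7.4), 30 min 37C; IP-One TR-FRET, 10 min RT; Ex 320/Em 665, 620; Hill-fit AC50.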
ALOX12 inhib: blocks human 12-lipoxygenase activity; P18054; purified 12-hLO, xylenol orange hydroperoxide absorbance; Potency, µM (titrated, usually from 57.1 µM), for inactives: at the top dose activity change, negative = inhibition, hits mostly inhibitors; 150,000 compounds, 0.12% hits; note: potency is the fitted concentration of half-maximal effect; nearly all actives have a fitted effect of over 55% in size; many of its hits are not listed in these tables
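Purified human 12hLO (150 nM final) was preincubated with compounds for 15 min at room temperature in 25 mM Hepes pH 7.0, 0.01% Triton X-100, then reacted with 40 uM arachidonic acid for 30 min. Hydroperoxide was detected with ferrous iron/xylenol orange.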
PNC inhibitor: perinucleolar compartment assembly inhibition. PC3M PTB-GFP, PNC prevalence imaging, 16 h; stronger effect = lower value. activity change (PNC), negative = inhibition, % at 10 µM. 140,000 compounds, 3.1% hits. AID 2417;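 active = readout at or below -70, meaning at least 70% loss of cells showing the perinucleolar compartment, a nuclear body marking cancer cells; inconclusive = readout between -30 and a set limit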;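 note: plate controls were DMSO wells for no effect and camptothecin positive control wells for full effect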
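PC3M cells stably expressing PTB-GFP, 750–1000 cells/well, treated 16 h at 37 °C with compound (23 nl of library stock), in duplicate. After paraformaldehyde fixation and Hoechst stain, imaged at 20x; PNC prevalence scored by image analysis.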
ALOX15B inhib: inhibitors of human 15-lipoxygenase 2 (ALOX15B) | Potency, µM (doses to about 57.1 µM), for the others: at the highest dose activity change, negative = inhibition, actives largely listed as inhibitors | 110,000 compounds, 0.56% hits | purified 15hLO-2, xylenol orange hydroperoxide absorbance; note: potency is the fitted concentration of half-maximal effect; nearly all actives have a fitted effect of over 60% in size; many of its hits are not listed in these tables
Target sequence (O15296 whole entry, looked up): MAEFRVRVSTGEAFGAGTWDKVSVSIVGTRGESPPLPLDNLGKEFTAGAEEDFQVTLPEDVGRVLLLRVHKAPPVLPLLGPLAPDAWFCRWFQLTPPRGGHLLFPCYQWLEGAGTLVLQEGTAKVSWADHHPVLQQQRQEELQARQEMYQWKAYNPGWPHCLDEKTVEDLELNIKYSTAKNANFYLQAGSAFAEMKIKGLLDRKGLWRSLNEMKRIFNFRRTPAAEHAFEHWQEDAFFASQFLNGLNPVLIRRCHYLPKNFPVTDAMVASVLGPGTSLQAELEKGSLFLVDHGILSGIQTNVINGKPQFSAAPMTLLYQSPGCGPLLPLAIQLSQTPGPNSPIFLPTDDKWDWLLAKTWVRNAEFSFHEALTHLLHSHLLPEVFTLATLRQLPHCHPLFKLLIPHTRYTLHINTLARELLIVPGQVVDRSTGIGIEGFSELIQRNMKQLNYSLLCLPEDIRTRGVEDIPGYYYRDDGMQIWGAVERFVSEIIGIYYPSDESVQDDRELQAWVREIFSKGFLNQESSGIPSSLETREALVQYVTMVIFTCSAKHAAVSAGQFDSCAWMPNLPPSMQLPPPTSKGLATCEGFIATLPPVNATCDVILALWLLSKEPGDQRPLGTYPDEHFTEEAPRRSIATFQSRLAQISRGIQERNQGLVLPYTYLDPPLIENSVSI
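Enzyme 50 nM, AA 45 uM, 25 mM Hepes pH 7.5 + 0.01% Triton X-100; cpd preinc 15 min RT, rxn 90 min RT; stop/detect with 200 uM XO + 300 uM Fe(II) in 50 mM H2SO4, 30 min; A573/A405.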
An asterisk follows results filed as active; ? = inconclusive; / = not tested or not shown; & = joins results of further samples; [ ] = dose if it differs, or a comment. Unless noted, calls come from the whole dose curve; as a rule, active = well fitted curve in the direction sought with a large enough effect; inconclusive = small, poorly fitted or top-dose-only effect, or another doubt; inactive = no such curve, though single readings can be large; an effect the other way counts as inactive or inconclusive. Unless noted, % is set by controls: 0 for no effect and ±100 for the full control effect.

SMILES	IMPase inh	ALOX12 inhib	PNC inhibitor	ALOX15B inhib
O=C(CSc1ccccn1)Nc1nc2ccc(Br)cc2s1	-3	-3%	43	-2%
COc1cc(/C=N/Nc2nc3ccccc3[nH]2)cc(OC)c1O	16	-18%	32	/
CN(Cc1ccccc1)C(=O)c1ccc2c(c1)OCO2	-16	-2%	43	/
COc1ccc2[nH]c(=O)c(CN(CCCN3CCOCC3)C(=O)NCc3ccccc3)cc2c1	1	-4%	-25	-3%
Cc1c(C(=O)N(C)C)c2cc(Cl)ccc2n1O	/	-5%	-8	/
O=C(NCCc1nc2ccccc2[nH]1)/C(=C/c1ccc2c(c1)OCO2)NC(=O)c1ccc(Cl)cc1Cl	/	-7%	-8	/
CC(Sc1nc(N2CCOCC2)c2c(c1C#N)CC(C)(C)OC2)C(=O)Nc1ccccc1 (stereo not given)	?	1%	291	/
CC(=O)c1cccc(N(CC(=O)N2CCCCC2)S(C)(=O)=O)c1	-4	4%	?	-5%
O=C(Cc1noc2ccccc12)Nc1ccc2ccccc2c1	-1	-2%	155	/
COc1ccc(CNC(=O)Nc2cccc3ccccc23)cc1	-8	4%	-8	-13%
Cc1cc(NC(=O)CSc2ccc(-c3nc4cc(C)c(C)cc4[nH]3)cn2)no1	3	-4%	16	3%
COC(=O)c1c(-c2cccnc2)csc1NC(=O)c1cc(C)on1	18	-3%	?	-9%
c1cncc(-c2ccc3ncnc(N4CCNCC4)c3c2)c1	/	-1%	/	6%
CCOc1ccc(CN(C)CC(=O)Nc2ccc([N+](=O)[O-])cc2Cl)cc1	-11	2%	44	/
O=C1CC(c2ccc(Br)cc2)NC(c2ccc(Br)cc2)C1c1ccccc1 (stereo not given)	/	2%	-27	/
O=C(NC1CCCC1)C1CCCN(S(=O)(=O)c2cnc[nH]2)C1 (stereo not given)	6	0%	?	2%
CCOC(=O)C1CCN(Cc2cnc(NC(=O)OC)s2)CC1	6	-3%	-3	5%
O=C(NC(Cc1ccccc1)C(=O)O)C1CCCCC1 (stereo not given)	-5	0%	?	/
Cc1nc2ncnn2c(N2CCN(C(c3ccccc3)c3ccccc3)CC2)c1C	6	-3%	-16	1%
Cn1c(=O)c(C(=O)COC(=O)c2cc(-c3ccco3)nc3ccccc23)c(N)n(Cc2ccccc2)c1=O	/	-7%&-2%	-8	-18%
CCOC(=O)C1(CC)NC(c2ccco2)C2C(=O)N(c3ccc(C)cc3)C(=O)C21 (stereo not given)	4	-5%	-11	-11%
CSCCC1C(=O)OC2(C)CC(C)(C)NC(=S)N12 (stereo not given)	1	3%	-100*	/
COc1ccc(-c2nc(NC(=O)c3ccccc3)sc2-c2ccc([N+](=O)[O-])cc2)cc1	1	-23%	42	5%
NCCC(=O)N[C@@H](Cc1cnc[nH]1)C(=O)O	-5	0%	/	5%

Entries above that bear a hit mark in PNC inhibitor:
SMILES	IMPase inh	ALOX12 inhib	PNC inhibitor	ALOX15B inhib
CSCCC1C(=O)OC2(C)CC(C)(C)NC(=S)N12 (stereo not given)	1	3%	-100*	/

Additional entries follow:
SMILES	IMPase inh	ALOX12 inhib	PNC inhibitor	ALOX15B inhib
CCC(C(=O)Nc1cc(C(=O)Nc2cc(C)ccn2)ccc1Cl)c1ccccc1 (stereo not given)	/	-12%	5	/
COC(=O)CSc1nnc(-c2cccs2)n1-c1ccc(Cl)cc1	5	-5%	20	-4%
Cc1ccc(/C=C/C(=O)NC2=NCCS2)cc1	/	0%	?	/
COc1ccccc1CN=c1c([N+](=O)[O-])nn(-c2ccc3c(c2)OCCO3)n1O	/	-6%	-12	/
Cc1cc(C(=O)NCC(=O)OCC(=O)N2CCCCCC2)ccc1[N+](=O)[O-]	-10	2%	13	/
O=C(CSc1nnc(-c2ccc(O)cc2)n1Cc1ccco1)c1ccccc1	-2	-4%	37	7%
CCN(CC)CCCNC(=S)N(Cc1ccco1)Cc1cc2cc3c(cc2[nH]c1=O)OCCO3	/	8%	11	/
O=C(CCCC(=O)NCc1ccccc1)NCc1ccccc1	/	2%	46	/
O=C(Nc1ccccc1C(F)(F)F)N1CCN(C(c2ccccc2)c2ccccc2)CC1	11	3%	?	8%
Cc1sc2nc(SCC(=O)NCc3ccco3)n(C)c(=O)c2c1C	4	-7%	2	-3%
COc1ccc(NC(=O)c2c(SC)nsc2SC)cc1	-24	-3%	-6	-13%
COc1ccc(C(=O)OC(C)CN2CCN(C)CC2)cc1OC (stereo not given)	4	1%	31	?

By substructure: those above containing a nitro group on carbon.
SMILES	IMPase inh	ALOX12 inhib	PNC inhibitor	ALOX15B inhib
CCOc1ccc(CN(C)CC(=O)Nc2ccc([N+](=O)[O-])cc2Cl)cc1	-11	2%	44	/
COc1ccc(-c2nc(NC(=O)c3ccccc3)sc2-c2ccc([N+](=O)[O-])cc2)cc1	1	-23%	42	5%
COc1ccccc1CN=c1c([N+](=O)[O-])nn(-c2ccc3c(c2)OCCO3)n1O	/	-6%	-12	/
Cc1cc(C(=O)NCC(=O)OCC(=O)N2CCCCCC2)ccc1[N+](=O)[O-]	-10	2%	13	/

Complete entries as entered above:
COC(=O)CSc1nnc(-c2cccs2)n1-c1ccc(Cl)cc1 across the screens: IMPase inh: 5; ALOX12 inhib: -5%; PNC inhibitor: 20; ALOX15B inhib: -4%
COc1ccccc1CN=c1c([N+](=O)[O-])nn(-c2ccc3c(c2)OCCO3)n1O across the screens: IMPase inh: /; ALOX12 inhib: -6%; PNC inhibitor: -12; ALOX15B inhib: /

The results go on:
SMILES	IMPase inh	ALOX12 inhib	PNC inhibitor	ALOX15B inhib
COc1ccc(NC(=O)N2CCCC2C(=O)Nc2ccc(C)cc2)cc1 (stereo not given)	3	4%	?	9%
CC[N+](CC)(CC)CC	6	-6%	/	-7%
CCOC(=O)N1CCN(S(=O)(=O)c2cc(Cl)ccc2Cl)CC1	-14	-2%	45	/
CCc1nnc(NC(=O)c2ccc(-c3ccccc3Cl)o2)s1	0	6%	38	5%
O=C(c1ccco1)N1CCCSC1=Nc1ccccc1	2	-1%	-3	-6%
Cn1c(-c2ccc3ccccc3n2)nc2cnccc21	5	-5%	-17	-6%
CCOC(=O)N1CCN(C(=O)C(=O)Nc2ccc3nc4n(c(=O)c3c2)CCCCC4)CC1	7	3%	-17	4%
CC(C)CC(NC(N)=O)C(=O)OCC(=O)NC(=O)NC1CCCC1 (stereo not given)	-1	0%	?	1%
COC(=O)C(C(=O)OC)C(C)C(C(=O)OC)C(=O)OC	-5	1%	17	9%
O=C(OCc1ccccc1)c1cccc(-c2nnc(-c3ccccc3)o2)c1	5	-1%	60	-1%
COC(=O)c1nn(-c2ccccc2)ccc1=O	17	9%	?	-8%
CCOc1cc(C(=O)NCc2ccc(-c3nc4ccccc4o3)cc2)cc(OCC)c1OCC	8	-7%	?	2%
O=C(Nc1ncc2c(n1)CC(c1ccco1)CC2=O)c1ccc(Cl)cc1 (stereo not given)	0	-14%	3	-22%
O=C(CSc1ncn[nH]1)Nc1ccc2c(c1)OCCO2	3	-1%	47	0%
O=C(Cn1c(-c2cncs2)nc2ccccc21)NCc1ccccc1	4	-4%	?	3%
Cc1cc2nc([C@H](C)C(=O)c3ccc(Cl)cc3)c(=O)[nH]c2cc1C	/	1%[11.4 µM]	/	-5%[11.4 µM]

Exported as comma-separated lines: four of the compounds above.
Compound,IMPase inh,ALOX12 inhib,PNC inhibitor,ALOX15B inhib
Cc1cc2nc([C@H](C)C(=O)c3ccc(Cl)cc3)c(=O)[nH]c2cc1C,/,1%[11.4 µM],/,-5%[11.4 µM]
O=C(Nc1ncc2c(n1)CC(c1ccco1)CC2=O)c1ccc(Cl)cc1 (stereo not given),0,-14%,3,-22%
O=C(CSc1ncn[nH]1)Nc1ccc2c(c1)OCCO2,3,-1%,47,0%
O=C(Cn1c(-c2cncs2)nc2ccccc21)NCc1ccccc1,4,-4%,?,3%

These rows are one share of the data; count on the stated rates, not on these rows.
